S2 tox: viability counter-screen for ATXN expression inhibitors; S2 cells (HEK-293 line with an ATXN2-luciferase reporter) viability, CellTiter-Fluor protease fluorescence, 24 h; Potency, µM (series often up to 56.7 µM), actives largely listed as cytotoxic; actives 0.49% (n = 400,000); AID 651635; further: potency means the concentration at half of the fitted maximal effect; nearly all actives have a fitted effect of over 40% in size
ATXN2 expr inh: reduces ATXN2 reporter expression in HEK-293 cells. HEK-293 ATXN2-luciferase reporter, luminescence, 24 h. Potency, µM (highest dose often 57 µM), without a hit: top-dose activity change, negative = inhibition, hits mostly inhibitors. actives 0.72% (n = 360,000); further: potency means the concentration at half of the fitted maximal effect; on the % scale 0 is the no-effect control and ±100 the full control effect; nearly all actives have a fitted effect of over 55% in size
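qHTS (up to 57 uM final) was run with 24 h compound exposure of reporter cells at 37 °C. Each well was multiplexed: SteadyGlo luminescence measured ATXN2-luciferase expression after a fluorogenic Gly-Phe-AFC viability readout (25 uM final).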
IL1B secr inh: blocks inflammasome-driven IL-1 beta release | THP-1 LPS/ATP IL-1B secretion, AlphaLISA, 16 h; active compounds read low | activity change, % at 57.5 µM | actives 4.7% (n = 360,000) | AID 743279; in the data active means activity change below about -50%; inconclusive means mostly about -30% to -49%; further: on the % scale 0 is the no-effect control and ±100 the full control effect
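THP-1 cells pretreated 1 hr with compounds (up to 57.5 uM final), then stimulated with LPS (250 ng/mL final) plus ATP (1.25 mM final); secreted IL-1B measured by AlphaLISA after 16 hr, decreased signal indicating inhibition.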
Nrf2 activator: Nrf2 pathway activation; AREc32 ARE-luciferase reporter (MCF7-derived line), luminescence, 24 h; Potency, µM (doses to about 46.1 µM), inactives show at the top dose activation, hits mostly activators; actives 0.31% (n = 410,000); AID 624171; further: potency means the concentration at half of the fitted maximal effect; % of control where 0% means no effect; nearly all actives have a fitted effect of over 65% in size
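Luciferase luminescence (Steady-Glo, 30 min at room temperature) served as the read-out of ARE activation in AREc32 cells treated with compounds for 24 hr at 37 deg C.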
MCF10A rereplic: inducers of DNA re-replication in MCF 10A breast cells. AID 624296. actives 2.9% (n = 350,000). MCF 10A DNA re-replication, Hoechst nuclear intensity, 48 h. Potency, µM (top dose mostly 46.1 µM), for the others: at the highest dose activity, positive = re-replication, most hits filed as activators; further: potency means the concentration at half of the fitted maximal effect; % of control where 0% means no effect; nearly all actives have a fitted effect of over 50% in size
HepG2 tox: kills HepG2 cells in TGF-b inhibitor counter-screen; Potency, µM (series often up to 46.1 µM), without a hit: at the top dose activity change, negative = cytotoxicity, most hits filed as cytotoxic; AID 588856; HepG2 CAGA-GFP viability, ATP luminescence, 18 h; actives 0.76% (n = 410,000); further: potency means the concentration at half of the fitted maximal effect; some results filed as inactive show a strong effect at the top dose
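HepG2 CAGA-GFP cells (1000/well, DMEM with 1% FBS) received compound, then TGF-beta at 500 pg/mL final, and were incubated 18 hours at 37 degrees C. Viability was read by CellTiter-Glo luminescence. Media-only wells were set as complete cell-killing and DMSO as no toxicity.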
Nrf2 block: inhibitors of Nrf2 signaling; A549 ARE-Fluc reporter, luciferase luminescence, 18-24 h; Potency, µM (top dose mostly 46 µM), for inactives: at the top dose activity change, negative = inhibition, most hits filed as inhibitors; actives 2.1% (n = 360,000); AID 504444; further: potency means the concentration at half of the fitted maximal effect; on the % scale 0 is the no-effect control and ±100 the full control effect; nearly all actives have a fitted effect of over 60% in size
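Cells were seeded and rested 2 h, then exposed to compounds for 18-24 h. CellTiter-Fluor was read first as a viability measure. BugLite was added 15 min before the final luminescent read of ARE-luciferase activity in A549 cells.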
TGFb inhibitor: TGF-b pathway inhibition. HepG2 CAGA-GFP TGF-b/SMAD3 reporter, GFP fluorescence, 18 h; TGF-beta stimulated, 500 pg/mL final. Potency, µM (series often up to 46.1 µM), for inactives: top-dose activity, negative = inhibition, most hits filed as inhibitors. actives 1.2% (n = 410,000). AID 588855; further: potency means the concentration at half of the fitted maximal effect; on the % scale 0 is the no-effect control and ±100 the full control effect; nearly all actives have a fitted effect of over 65% in size
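HEPG2 CAGA-GFP reporter cells (1000/well, DMEM with 1% FBS) received compounds, then recombinant TGF-beta at 500 pg/mL final for 18 hours at 37 degrees C. Per-cell GFP summed per well was normalised to unstimulated and stimulated DMSO controls before curve fitting.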
A549 tox: A549 cytotoxicity, counter-screen for Nrf2 inhibitors. A549 ARE-Fluc cells, CellTiter-Fluor viability, 18-24 h. Potency, µM (series often up to 46 µM), inactives show at the top dose activity change, negative = cytotoxicity, most hits filed as inhibitors. actives 0.16% (n = 390,000). AID 504648; further: potency means the concentration at half of the fitted maximal effect; on the % scale 0 is the no-effect control and ±100 the full control effect
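A549 ARE_Fluc cells in 5% FBS OPTI-MEM were exposed to compounds in concentration-response for 18-24 h at 37 deg C. Viability was read by CellTiter-Fluor fluorescence (Ex 405/Em 525) after 30 min, before the luciferase read.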
Starred values were filed as active, the others as inactive; i = inactive; ? = inconclusive; · = no result given; & = joins results of further samples; [ ] = remark or other dose. Unless noted, the call rests on the fitted dose curve; in most records, active means well fitted curve in the direction sought with a large enough effect; inconclusive means small, poorly fitted or top-dose-only effect, or another doubt; inactive means no such curve, though single readings can be large; an effect the other way counts as inactive or inconclusive.

SMILES	S2 tox	ATXN2 expr inh	IL1B secr inh	Nrf2 activator	MCF10A rereplic	HepG2 tox	Nrf2 block	TGFb inhibitor	A549 tox
O=C(/C=C\c1ccc2c(c1)OCO2)Nc1c2c(nn1-c1ccc(Cl)cc1)CSC2	i	-26%	-1	-1.7%	27%	-22%	?	-2%	-2%
Cc1ccc(Cn2nnc3sc4c(c3c2=O)CCC(C)C4)cc1 (stereo not given)	i	9%	·	-0.9%	·	2%	-1%	6%	0%
Cc1nc(SCC(=O)NC(=O)NCCC(C)C)c2c(-c3cccs3)csc2n1	i	-9%	17	0.1%	3%	1%	?	-11%	-1%
COC(=O)c1ccc(NC(=O)CC2C(=O)N(c3ccccc3)C(=O)N2C2CCCC2)cc1 (stereo not given)	·	·	·	-0.3%	·	-22%	·	-2%	-1%
COc1ccc(Nc2oc(/C=C/c3ccc(F)cc3)nc2C#N)cc1	·	·	·	11%	·	-10%	7%	·	-11%
COc1cc2ccccc2cc1C(=O)Nc1ccc(CN2CCOCC2)cc1	i	-4%	?	4.5%	?	-24%	?	-18%	-7%
COc1ccc([N+](=O)[O-])cc1N(CC(O)CN1CCCC1)S(=O)(=O)c1ccc(C)cc1 (stereo not given)	?	-24%	-5	-0.1%	-20%	-10%	?	16%	-5%
O/C(=C\c1nc2ccccc2[nH]1)c1cccs1	i	52%[activator]	?	15%	?	1%	?	-1%	0%
Cc1cc(N2CCC(C)CC2)nc(SCC(=O)c2ccccc2)n1	i	18%	-62*	0.5%	?	-6%	1%	-9%	-2%
CCCCCCCCNS(=O)(=O)CCNCc1ccc(OC)cc1	i	-25%	-61*	5.8%	?	-86%	7%	?	3%
CCN(CC(=O)N1CCOCC1)S(=O)(=O)c1ccc(F)cc1	i	-7%	1	0.1%	0%	-4%	1%	2%	0%
CCn1ccnc1CN(C)Cc1cn[nH]c1-c1ccc(OC)c(F)c1	i	13%	-9	-0.6%	17%	5%	-45%	0%	2%

An excerpt from above, limited to Nrf2 activator and S2 tox:
smiles,Nrf2 activator,S2 tox
CCCCCCCCNS(=O)(=O)CCNCc1ccc(OC)cc1,5.8%,i
CCN(CC(=O)N1CCOCC1)S(=O)(=O)c1ccc(F)cc1,0.1%,i
CCn1ccnc1CN(C)Cc1cn[nH]c1-c1ccc(OC)c(F)c1,-0.6%,i

The listing continues:
SMILES	S2 tox	ATXN2 expr inh	IL1B secr inh	Nrf2 activator	MCF10A rereplic	HepG2 tox	Nrf2 block	TGFb inhibitor	A549 tox
CCn1c(SCC(=O)OCc2ccccc2)nc2c1c(=O)n(C)c(=O)n2C	i	0%	-10	-1.1%	-5%	-6%	·	-20%	11%
CC(C)(C)C(=O)Nc1ccc(N=Nc2ccccc2)cc1	i	25%[11.3 µM]	?	-1.7%	5%	-4%	?	1%	-7%
COC(=O)c1c(NC(=O)CN2CCC3(O)CCCCC3C2c2ccc(F)cc2)sc(C)c1C (stereo not given)	i	3%	-21	1.7%	?	-7%	?	3%	-15%
O=C(NO)c1ccccc1O	i	16%	17	-0.4%	5%&-35%	-5%	1%	8%	-3%
COc1ccc(NC(=O)N(CCC(C)C)C(C)c2cccs2)c(OC)c1 (stereo not given)	·	·	·	3.3%	·	-26%	·	-30%	4%
Cc1noc(C)c1-c1ccc2ncnc(NCC3CCCCN3C)c2c1 (stereo not given)	i	114%[activator]	·	?	10%	5%	-17%&-9%	10%	9%&1%
O=C(NC(=S)Nc1ccc(NC(=O)c2cccs2)cc1)c1ccc([N+](=O)[O-])cc1	i	-12%	11	2.0%	0%	1%	-3%	-7%	-8%
COc1ccc(OC)c(/C=C2\N=C(c3ccccc3)OC2=O)c1	i	-6%	-6	-0.8%[9.22 µM]	-11%	7%	-11%	2%	0%
COc1ccccc1CNC(=O)CCS(=O)(=O)c1cccs1	i	21%	0	3.4%	13%	-16%	20%	-3%	11%
O=C(OCC(=O)c1c[nH]c2ccccc12)c1cccc(S(=O)(=O)N2CCCCCC2)c1	i	2%	21	2.3%	-94%[inhibitor]	-8%	8%	-3%	-2%
Cc1cc(C)c2c(=O)n(CC(=O)Nc3ccc(Br)c(C)c3)sc2n1	i	·	8	-0.2%	?	-66%	4%	?	16%
CCOC(=O)c1ccc(NC(=O)c2ncn3c2C(=O)N[C@H](C)C3)cc1	i	0%	-16	0.4%	·	3%	·	1%	·
O=C(O)C1CCN(C(=O)CCc2ccccc2)CC1	i	-22%	12	0.3%	-1%	6%	5%	15%	1%
CCCCN(C)CCCNC(=O)/C=C1\Sc2ccccc2NC1=O	?	·	-9	0.8%	16%	-29%	-8%	0%	-5%
CCNc1nc(NCC)nc(N/N=C/c2ccc(Br)cc2)n1	i	-27%	?	-0.2%	13%	-4%	-18%	6%	-11%
O=C(c1ccc(S(=O)(=O)N2CCOCC2)cc1)N1CCN=C1SCc1cccnc1	i	19%	-15	0.3%	-3%	-9%	3%	0%	8%
COc1ccccc1OC(C)C(=O)N1CC(=O)Nc2ccccc21 (stereo not given)	i	1%	-13	-0.4%	-2%	9%	?	?	-1%
C=CCNC(=O)/C(C#N)=C/c1ccc2c(c1)OCCO2	i	0%	-20	7.9%	4%	8%	-3%	6%	2%
COc1ccc(CCNCCN2CCOCC2)cc1	i	·	6	-0.2%	10%	9%	2%	-3%	2%
COc1ccc(-c2cc(C(=O)Nc3cccc(O)c3)on2)cc1OC	i	10%	·	4.3%	·	11%	24%	23%	-6%
COc1ccccc1C(=O)OCC#CCSc1nnc(-c2cccc3ccccc23)o1	i	2%	·	3.0%	17%	-4%	7%	1%	-6%
O=C(C1CC(=O)N(c2ccccc2)C1)N1CCN(c2ccccc2)CC1 (stereo not given)	i	5%	-8	0.5%	1%	-2%	4%	0%	1%
CC1SC(C)C(=O)N(CC(=O)NC2CCCCC2)C1=O (stereo not given)	i	-2%	-3	0.5%	1%	-2%	6%	2%	2%
Nc1ccc2[nH]c(=S)[nH]c2c1	i	5%	24	6.1%	2%	-9%	?	2%	4%
Cc1cc(C)c(S(=O)(=O)N2CCOCC2)c(C)c1N(C)S(=O)(=O)c1ccccc1	i	-2%	i	-0.5%	13%	-3%	-1%	14%	1%
O=c1c(-c2cc(-c3ccc(F)cc3)nc3c2COc2ccc(Cl)cc2-3)coc2ccc(F)cc12	·	·	·	3.5%	·	5%	12%	-2%	-6%
Cc1ncc(CO)c2cc(C(=O)Nc3ccccc3Cl)c(=Nc3cccc(C(N)=O)c3)oc12	i	5%	16	0.0%	0%	0%	8%	-3%	-1%
COC(=O)C1=NN(C(=O)c2ccc(C)cc2)C(O)(c2ccc(Cl)cc2)C1 (stereo not given)	i	-7%	25	3.0%	23%	-31%	7%	?	6%
CCN(CC)S(=O)(=O)c1ccc2[nH]cc(C(=O)NCCc3ccccc3)c(=O)c2c1	?	-15%&-34%	-19	0.3%&-0.9%	9%	-9%&-16%	?	?	-14%&-10%
Cn1c2c(c(=O)n(C)c1=O)CN(Cc1ccc3c(c1)OCO3)CN2	i	9%	-1	1.6%	6%	-3%	·	-2%	-2%
COc1ccccc1/C=C/C(=O)Nc1ccc2c(c1)CCC2	i	130%[activator]	?	5.0%	12%	-18%	?	0%	-1%
NC(=O)c1ncc(C(F)(F)F)cc1Oc1cccc(C(F)(F)F)c1	?	-22%	34	0.3%	-1%	11%	·	14%	4%
CC(=O)NS(=O)(=O)c1ccc(NC(=O)CSc2ccc(C)cc2)cc1	i	-1%	11	0.4%	11%	0%	-2%	-8%	0%
CSc1nsc(SC)c1C(=O)NCCNS(=O)(=O)c1ccc(C)cc1	?	-3%	-12	5.2%	1%	-1%	-13%	2%	-5%
COCCCn1c(SCC(=O)Nc2cccc(C)n2)nnc1-c1ccco1	i	7%	-8	-0.3%	5%	-14%	8%	11%	-4%
CC(C)(C)NNC(=S)Nc1cccc(C(F)(F)F)c1	i	?	?	10%	27%	-10%	2%	?	1%
CCc1sc(C(=O)NCc2cc(C)n(C)n2)cc1Br	i	-2%	21	0.2%	-2%	-38%	·	-5%	4%
CN(C(=O)CN1C(=O)/C(=C/c2ccccc2Cl)SC1=S)C1CCS(=O)(=O)C1 (stereo not given)	i	3%	?	2.7%	?	-5%	9%	-6%	-1%
COC(=O)[C@@]1(Cc2ccc(OC)cc2)[C@@H]2C(=CC(=O)[C@H]2CC(=O)C(=O)N2CCCC2)CN1C(=O)c1ccccc1	28µM*	?	-76*	-2.7%	23µM*	-46%	-29%	?	-15%
CC1(C(=O)NS(=O)(=O)c2cccc(C#N)c2)CCN1C(=O)c1ccco1 (stereo not given)	i	1%	13	0.1%[9.22 µM]	·	-1%	·	8%	·
Cc1ccc(C)c(N2CCN(c3nc4ccc(Cl)cc4n4cnnc34)CC2)c1	·	·	·	0.7%	·	-2%	-3%	·	8%
CCOC(=O)CC(=O)CSc1nc2ccc(C)cc2cc1C#N	i	69%[activator]	6	0.2%	23µM*	-4%	?	-1%	0%
C=CCN(CC=C)S(=O)(=O)c1ccc2nc(NC(=O)C3CCCO3)sc2c1 (stereo not given)	i	-19%	12	-0.9%	?	-3%	-17%	0%	-2%
O=S(=O)(c1ccc(Cl)cc1)c1cc(O)ccc1O	i	·	3	?	-3%	-3%	7%	-14%	2%
C=C[C@@]1(C)CCC(/C(C)=C/C=C/C(C)(C)O)C[C@@H]1C(=C)C (stereo not given in full)	i	5%	6	6.7%	?	-6%	18%	-18%	-3%
COc1ccccc1NS(=O)(=O)c1cc(NC(=O)C2CCC2)ccc1N1CCCCC1	i	-14%	1	-0.6%	3%	0%	?	0%	2%

Screens (PubChem BioAssay)

Not a hit list; 8.8% or so of the library scored in one or more.
